KCNH2 3.1 inh: inhibitors of human KCNH2 3.1 potassium channel isoform; 0.95% of 340,000 active; U2OS KCNH2 3.1, thallium flux FluxOr; stronger effect = lower value; AID 720553; activity change, % (tested at about 1.8 µM);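 active = maximum activity change below -70%; inconclusive = maximum activity change from -70% to -50%; inactive = maximum activity change above -50%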;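 note: thallium influx rate constant from kinetic fluorescence after stimulation buffer; % is set by controls: 0 for no effect and ±100 for the full control effect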
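U2OS cells transduced with KCNH2 3.1 mutant virus (1.77 x 10^8 /mL, 4 h), plated overnight at 37 C, loaded 45 min with FluxOr dye plus Red40 quencher. Thallium flux rate constant from kinetic reads after stimulation buffer, normalised to controls.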
TRPV1 ag: agonists of human vanilloid receptor 1 (TRPV1); TRPV1-expressing cells, Fluo-8 calcium influx, agonist mode; activation, % at 8.33 µM; 0.19% of 320,000 active; in the data active = activation above about 80%; inconclusive = between about 30% and that limit; note: 0% is about no effect
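Cells expressing TRPV1 were dye-loaded with Fluo-8 and read kinetically: 10 s baseline, 3 min after compound (agonist portion), then 2 min after EC20 capsaicin (allosteric enhancer portion). Calcium-bound dye fluorescence at 480/520 nm.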
TSHR antag: blocks TSH signaling through the human TSH receptor; TSHR-expressing cells, TSH-stimulated cAMP HTRF, 2 h; stronger effect = lower value; activity change, negative = inhibition, % at 11.5 µM; 0.2% of 330,000 active; AID 504810;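 active = activity change below a set negative limit, meaning inhibition stronger than a set level, cut at about -70% in these data; inconclusive = activity change between two set negative limits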; note: % is set by controls: 0 for no effect and ±100 for the full control effect
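TSHR-expressing cells, 200/well, pre-treated with compound, then stimulated with EC80 TSH (4nM final) for 2 hours at 37 deg C. cAMP measured by competitive HTRF: anti-cAMP cryptate antibody in lysis buffer plus cAMP-d2, read after 30 minutes at room temperature.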
AT treatment: candidate therapy for ataxia-telangiectasia | Potency, µM (highest dose often 57.5 µM), for inactives: at the top dose activation, usual class: activators | 0.19% of 320,000 active | […] A-T fibroblasts, KAP-1 phosphorylation AlphaLISA; neocarzinostatin DNA damage 30 min before lysis; note: potency is the fitted concentration of half-maximal effect; % of control where 0% means no effect; nearly all actives have a fitted effect of over 45% in size
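hTERT-immortalized A-T patient fibroblasts ([…]), 500 cells/well in OPTI-MEM, 1% FBS, got compounds for 60 min, then NCS for 30 min at 37C. Lysates were then assayed for phospho-KAP-1 by AlphaLISA (anti-pKAP1 donor, anti-KAP1 acceptor beads), 6 hr at 25C.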
hERG WT inh: KCNH2 (human, wildtype) channel inhibition. Q12809. U2OS, BacMam KCNH2, thallium flux FluxOr; stronger effect = lower value. activity change, % at 1.84 µM. 0.37% of 340,000 active;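 active = maximum activity change below -70%; inconclusive = maximum activity change between -70% and -50%; inactive = maximum activity change above -50%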; note: % is set by controls: 0 for no effect and ±100 for the full control effect
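U2OS cells transduced with wild-type KCNH2 virus are loaded with FluxOr dye for 45 min, and thallium flux is measured in kinetic reads before and after stimulation buffer. Rate constants are normalized to DMSO controls.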
Eya2 inh: Eya2 (human) phosphatase inhibition; Potency, µM (highest dose often 76.9 µM), without a hit: at the top dose activity, negative = inhibition, most hits filed as inhibitors; AID 488837; 0.006% of 330,000 active; recombinant Eya2, OMFP fluorescence dephosphorylation (OMFP is methylfluorescein phosphate); note: potency is the fitted concentration of half-maximal effect; % is set by controls: 0 for no effect and ±100 for the full control effect
Target sequence (O00167 whole entry, looked up): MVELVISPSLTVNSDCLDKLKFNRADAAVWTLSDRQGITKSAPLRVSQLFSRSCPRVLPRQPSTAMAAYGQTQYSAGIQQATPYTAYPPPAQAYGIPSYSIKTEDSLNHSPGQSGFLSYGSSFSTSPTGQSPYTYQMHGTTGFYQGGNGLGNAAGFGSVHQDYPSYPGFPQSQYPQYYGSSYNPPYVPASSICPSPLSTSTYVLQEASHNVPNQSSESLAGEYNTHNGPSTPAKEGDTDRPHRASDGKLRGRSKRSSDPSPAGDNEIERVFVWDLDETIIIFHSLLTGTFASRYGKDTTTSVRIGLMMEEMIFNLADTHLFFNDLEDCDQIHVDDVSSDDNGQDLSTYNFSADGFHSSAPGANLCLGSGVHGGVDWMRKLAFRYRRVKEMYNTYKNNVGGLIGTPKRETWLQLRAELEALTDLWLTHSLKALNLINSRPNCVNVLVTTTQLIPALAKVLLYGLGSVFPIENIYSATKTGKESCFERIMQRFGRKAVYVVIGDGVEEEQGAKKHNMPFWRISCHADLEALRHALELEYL
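Eya2 protein (added as 0.2 uM solution) was preincubated with compound for 10 min at ambient temperature in 50 mM HEPES pH 7.5, 50 mM NaCl, 5 uM MgCl2, 0.05% BSA, 1 mM DTT. OMFP (added at 50 uM) then reacted 10 min; fluorescence read at 485/525 nm.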
Mito fusion act: mitochondrial division inhibition or fusion activation | 0.23% of 320,000 active | S. cerevisiae fusion-defective mutant growth rescue, CellTiterGlo 48 h | Potency, µM (doses to about 46.1 µM), for the others: at the top dose growth rescue (activation), usual class: activators;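 note: potency is the fitted concentration of half-maximal effect; % of control where 0% means no effect; nearly all actives have a fitted effect of over 45% in size; temperature-sensitive fusion mutants such as fzo1-1 at 37 °C on non-fermentable ethanol glycerol medium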
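Luminescent cell viability in 1536-well qHTS format served as the measure of rescued growth in ts fusion-mutant S. cerevisiae cultured on non-fermentable YPEG for 48 hours at 37C.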
USP2a block: inhibitors of human ubiquitin-specific protease USP2a; USP2 core, Ub-CHOP2 coupled fluorogenic reporter, 485/531; Potency, µM (doses to about 38.3 µM), inactives show top-dose activity change, negative = inhibition, actives largely listed as inhibitors; 0.01% of 330,000 active;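 note: potency is the fitted concentration of half-maximal effect; plate controls were DMSO wells for no effect and full inhibition by NEM control for full effect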
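USP2 core (10nM final) preincubated 30min RT with compound in 20mM Tris-HCl pH 8.0, 2mM CaCl2, 2mM beta-mercaptoethanol, 0.05% CHAPS; 25nM Ub-CHOP2 plus 25nM reporter substrate added, fluorescence (Ex485/Em531) read after 60min.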
TCR act: T cell receptor activation; 330,000 tested, under 10 active; primary human leukocytes, anti-CD3, IL-2 HTRF, 48 h; Potency, µM (top dose mostly 9.22 µM), for inactives: top-dose activation of IL-2 secretion, actives largely listed as activators; AID 504894; note: % of control where 0% means no effect
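Primary human leukocytes were stimulated with a-CD3 beads plus compounds for 48 hr without co-stimulation; secreted IL-2 was quantified by HTRF using a-IL-2-K (europium cryptate) and a-IL-2-d2, excited at 320nm with acceptor emission read at 665nm.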
ELG1 DNA repair: inhibitors of ELG1-dependent DNA repair in HEK293T cells; HEK293T ELG1-luciferase reporter, luminescence, 16 h; DNA damage induced by 5-fluorouridine; Potency, µM (top dose mostly 46.1 µM), inactives show at the top dose activity change, negative = inhibition, actives largely listed as inhibitors; 2.3% of 330,000 active; AID 504467; note: potency is the fitted concentration of half-maximal effect; % is set by controls: 0 for no effect and ±100 for the full control effect; nearly all actives have a fitted effect of over 55% in size
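In this reporter screen, reduction of luminescence relative to DMSO vehicle indicated activity. Compounds and 5-fluorouridine were added together to 2,000 cells per well, incubated for 16 hr at 37 °C, then developed with ONE-Glo.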
The depositor's hits bear a star; u = inconclusive; x = no result given; [ ] = remark or other dose. Unless noted, calls come from the whole dose curve; as a rule, active = well fitted curve in the direction sought with a large enough effect; inconclusive = small, poorly fitted or top-dose-only effect, or another doubt; inactive = no such curve, though single readings can be large; an effect the other way counts as inactive or inconclusive. The list is partial (hit frequency here may not be typical).

Compound,KCNH2 3.1 inh,TRPV1 ag,TSHR antag,AT treatment,hERG WT inh,Eya2 inh,Mito fusion act,USP2a block,TCR act,ELG1 DNA repair
CN(CC(=O)Nc1ncn[nH]1)S(=O)(=O)c1ccc(Br)cc1,0,-2,15,13%,4,0%,1%,1%,0%,-6%
Cc1cc(NC(=O)c2ccc3c(c2)OCO3)no1,6,7,-3,-5%,6,8%,2%,0%,1%,u
CC(=O)N1CCc2cc(Br)cc(S(=O)(=O)NCC3CCCO3)c21 (stereo not drawn),-12,5,5,-2%,-7,-15%,0%,-1%,-4%,-3%
C=CCN(CC=C)Cc1c(C)[nH]c2ccc(C(=O)OCC)cc2c1=O,-1,4,1,8%,-1,8%,-1%,5%,-5%,4%
CCOC(=O)c1cc(-c2ccccc2)sc1NC(=O)COC(=O)c1ccc(Cl)c(S(N)(=O)=O)c1,-6,-6,-12,0%,-1,-2%,1%,0%,-3%,-4%
Cc1nc(N)nc(Nc2ccc(C#N)cc2)c1Br,-14,-3,-2,-11%,14,11%,0%,1%,-6%,11%
O=C(NCCS(=O)c1ccc(Cl)cc1)c1cccc(Cl)c1 (stereo not drawn),-1,u,4,1%,-5,-32%,-1%,3%,x,-6%
CC(C)(C)CC(=O)Nc1nnc(CCc2ccccc2)s1,-1,6,-3,x,2,3%,-6%,-2%,-7%,u
CN(CC(=O)Nc1ccc(Cl)c(C(F)(F)F)c1)C(=O)C1CC(=O)N(CCc2ccccc2)C1 (stereo not drawn),4,8,0,-3%,22,-28%,-2%,-2%,1%,u
COc1ccc(C2N=C(c3ccccc3)C(C)(C)N2O)cc1OC (stereo not drawn),-10,-1,-9,-3%,-9,6%,-3%,4%,-1%,-22%
C(=N\n1cnnc1)/c1cccc(OCCOc2ccccc2)c1,5,-1,-13,-1%,2,-7%,4%,4%,-10%,u
COc1ccccc1N(C(=O)c1ccco1)C(C(=O)NC1CCCC1)c1cccs1 (stereo not drawn),-3,10,x,-14%,3,-6%,15%,2%,7%,2%
COC(=O)c1nnn(-c2cccc(Cl)c2)c1C(=O)OC,-6,1,4,0%,-5,-11%,-1%,-2%,10%,-8%
Cc1ccc(-c2nnn(CC(=O)Nc3cccc4cccnc34)n2)o1,-16,13,0,-1%,10,-5%,3%,-1%,6%,-27%
CCC(CC)NC(=O)Nc1cccc(C)c1C,-12,-2,12,6%,x,2%,-5%,0%,4%,4%
Cc1ccc(/C=N/NC(=O)c2cccc(S(=O)(=O)Nc3ccccc3Cl)c2)s1,-18,3,-10,0%,15,0%,3%,-1%,-3%[46.1 µM],-7%
O=P(c1ccccc1)(c1ccccc1)C(O)c1ccncc1 (stereo not drawn),9,0,16,3%,-4,5%,-2%,1%,-2%,-6%
COc1ccc(C(CNC(=O)c2oc3ccc(F)cc3c2C)N2CCCCC2)cc1 (stereo not drawn),2,0,-7,11%,26,-14%,-17%,-2%,0%,-11%
Cn1nc(-c2ccc(Cl)cc2)cc1NC(=O)Nc1ccccc1,1,18,-5,9%,-4,u,7%,-1%,-4%,u
Cc1c(Cl)cccc1NC(=O)CC1SCCNC1=O (stereo not drawn),13,2,4,5%,0,-11%,0%,1%,0%,18%
O=C(NNC(=O)c1ccccc1Cl)c1ccccc1Cl,1,-1,22,2%,1,-5%,4%,1%,1%,17%
COc1ccccc1N1CCN(C(=O)CSc2nnc(NC(=O)c3ccco3)s2)CC1,-4,1,-18,-5%,4,-10%,2%,2%,-1%,5%
CN1/C(=C/C(=O)c2nc(S(C)(=O)=O)ncc2Cl)C(C)(C)c2ccccc21,-12,6,-45,-7%,7,-3%,-22%,0%,1%,u
C=CCN1C(=O)C2C(C(=O)NC3CCCC3)C3C=CC2(O3)C1C(=O)NC1CCCC1 (stereo not drawn),-10,1,-7,-2%,3,3%,5%,-1%,-1%,6%
O=C(CNS(=O)(=O)/C=C/c1ccccc1)OCC(=O)N1CCC(Cc2ccccc2)CC1,6,-2,-4,2%,20,u,-1%,-1%,3%,-2%
CCOC(=O)N1CCN(S(=O)(=O)N2CCCC(C(=O)NCc3ccccc3OC)C2)CC1 (stereo not drawn),-4,-2,-6,7%,2,-1%,2%,0%,0%,-15%
O=C(OCC#Cc1c(COC(=O)c2ccccc2)nnn1Cc1ccccc1)c1ccccc1,-12,14,2,13%,-16,0%,-10%,0%,1%,3%
O=C(NCCOc1ccccc1)c1cc(C(=O)NCCOc2ccccc2)cc([N+](=O)[O-])c1,11,0,-9,-7%,3,10%,-1%,3%,4%,u
CC(C)c1nc2oc3c(NCC4CCCO4)ncnc3c2c2c1CCC2 (stereo not drawn),7,5,-14,9%,13,-34%,5%,-1%,13%,16µM*
Cn1c2ccccc2c2nnc(SC3CCOC3=O)nc21 (stereo not drawn),2,-4,-9,6%,34,3%,0%,u,4%,-4%
CC1CC1C(=O)N1CCN(S(=O)(=O)c2cccc(F)c2)CC1 (stereo not drawn),14,-1,9,-1%,-9,11%,3%,2%,2%,22%
Cc1ccc(-c2nc(NCCN3CCOCC3)c3ccccc3n2)cc1,-22,11,11,5%,-2,-1%[15.4 µM],10%,-1%,3%,u
Cn1cc(Br)c(-c2cccc(NC(=O)CC(C)(C)CC(=O)O)c2)n1,5,-1,-3,6%,1,1%,-4%,2%,0%,0%
CCN1C(=O)[C@H]2[C@@H](c3ccc(OC)cc3)N3C(=O)CN(Cc4ccccc4)C(=O)[C@@]3(Cc3ccccc3)[C@H]2C1=O,4,3,6,0%,9,10%,-3%,0%,-3%,-7%
Cc1cccc(OC(C)C(=O)NC2CCS(=O)(=O)C2)c1C (stereo not drawn),u,5,-6,11%,1,-4%,3%,1%,-5%,11%
CCn1c(=NC(=O)c2ccc(S(=O)(=O)N(C)C)cc2)sc2cccc(OC)c21,1,2,7,2%,7,6%,9%,-4%,-11%,u
Fc1ccc(CSc2ccc(-c3ccco3)nn2)cc1,6,2,-2,1%,-22,-1%,0%,3%,-10%[46.1 µM],u
CCCCOC(=O)c1ccc(NC(=O)c2cc(Cl)c(Cl)cc2C(=O)O)cc1,-1,0,0,-5%,-1,-6%,-6%,0%,-1%,5%
COC(=O)c1cc(S(=O)(=O)NCCN2CCN(c3ccccc3F)CC2)c[nH]1,x,2,5,x,x,5%,x,1%,4%,-1%
CCN1CCN(c2ccc(NC(=O)c3ccccc3F)cc2Cl)CC1,-5,3,-3,-3%,32,15%,-25%,1%,-1%,u
CN(C(=O)c1ccco1)c1nnc(-c2ccc(F)cc2)s1,6,3,1,0%,24,-13%,18%,-6%,-2%,u
CC1=C(C(=O)N2CCOCC2)C(c2c(C)cc(C)cc2C)NC(=S)N1 (stereo not drawn),3,2,5,8%,12,-3%,3%,2%,x,-1%

Filtered by structure, those above containing fluorine.
Compound,KCNH2 3.1 inh,TRPV1 ag,TSHR antag,AT treatment,hERG WT inh,Eya2 inh,Mito fusion act,USP2a block,TCR act,ELG1 DNA repair
CN(CC(=O)Nc1ccc(Cl)c(C(F)(F)F)c1)C(=O)C1CC(=O)N(CCc2ccccc2)C1 (stereo not drawn),4,8,0,-3%,22,-28%,-2%,-2%,1%,u
COc1ccc(C(CNC(=O)c2oc3ccc(F)cc3c2C)N2CCCCC2)cc1 (stereo not drawn),2,0,-7,11%,26,-14%,-17%,-2%,0%,-11%
CC1CC1C(=O)N1CCN(S(=O)(=O)c2cccc(F)c2)CC1 (stereo not drawn),14,-1,9,-1%,-9,11%,3%,2%,2%,22%
Fc1ccc(CSc2ccc(-c3ccco3)nn2)cc1,6,2,-2,1%,-22,-1%,0%,3%,-10%[46.1 µM],u
COC(=O)c1cc(S(=O)(=O)NCCN2CCN(c3ccccc3F)CC2)c[nH]1,x,2,5,x,x,5%,x,1%,4%,-1%
CCN1CCN(c2ccc(NC(=O)c3ccccc3F)cc2Cl)CC1,-5,3,-3,-3%,32,15%,-25%,1%,-1%,u
CN(C(=O)c1ccco1)c1nnc(-c2ccc(F)cc2)s1,6,3,1,0%,24,-13%,18%,-6%,-2%,u

Screens: PubChem BioAssay, National Center for Advancing Translational Sciences (NCATS)
